SENP8 block-1 – SENP8 (human) protease inhibition. recombinant SENP8, Nedd8 substrate fluorescence. Q96LD8. inhibition, % at 20 µM. 0.64% of 360,000 active. AID 602440; in the data active = inhibition mostly above about 40%, no sharp cut-off; inactive = mostly below about 27%
Target sequence (Q96LD8 whole entry, looked up): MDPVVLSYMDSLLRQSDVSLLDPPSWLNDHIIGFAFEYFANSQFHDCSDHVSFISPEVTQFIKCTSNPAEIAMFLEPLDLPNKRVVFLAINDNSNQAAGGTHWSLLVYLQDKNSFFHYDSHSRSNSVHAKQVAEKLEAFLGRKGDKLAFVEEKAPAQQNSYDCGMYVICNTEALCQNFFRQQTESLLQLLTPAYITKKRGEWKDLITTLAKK
PfG6PD inh – PfG6PD (Plasmodium falciparum) enzyme inhibition; inhibition, % at 20 µM; AID 504690; 0.78% of 350,000 active; PfGluPho enzyme, NADPH resazurin-diaphorase fluorescence;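 active = inhibition reaching at least a set limit at 20 µM in the primary screen, cut at about 59% in these data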;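 note: 0% = DMSO wells with substrate and 100% = DMSO wells lacking glucose-6-phosphate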
beta cell repl – induces beta-cell replication in MIN6 cells | MIN6 cells proliferation, ATPlite luminescence, 48 h; cells starved in 0.2% serum; 100% = growth in 10% serum | proliferation, % at 10 µM | 0.29% of 330,000 active | AID 2380;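 active = compounds whose signal lies at least 3.5 SD above the mean of all wells on their plate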;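 note: 0% = DMSO-treated cells in low-serum medium and 100% = 10% serum control; some compounds called inactive have numbers as strong as hits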
HKDC1 inhibitor – HKDC1 (human) hexokinase inhibition | Q2TB90 | recombinant HKDC1, G6PDH/diaphorase resazurin coupled fluorescence | inhibition, % at 20 µM | 0.16% of 340,000 active;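 active = inhibition above about 35% when tested at 20 µM, limit read from the data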;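 note: plate controls were DMSO wells with enzyme for no effect and DMSO wells lacking enzyme for full effect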
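Material – in-house recombinant HK5 (HKDC1) enzyme · Quantity – HKDC1 at 5 µg/mL · Buffer or medium – pH 8.0 Tris buffer with 10 mM MgCl2 · Reagent – glucose with 1 mM ATP · Dosing – single 20 µM dose · Times – reaction time 90 min, room temperature, protected from light · Technique – resorufin fluorescence at 613 nm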
SENP7 block – SENP7 protease inhibition; Q9BQF6; recombinant SENP7, Z-RLRGG-aminoluciferin luminescence, 40 min; inhibition, % at 5 µM; 1.5% of 330,000 active; AID 434973;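 active = inhibition above about 50% at the single test dose, limit read from the data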;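 note: plate controls were DMSO with enzyme for no effect and no enzyme buffer wells for full effect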
Target sequence (Q9BQF6 706-1050 limits assumed): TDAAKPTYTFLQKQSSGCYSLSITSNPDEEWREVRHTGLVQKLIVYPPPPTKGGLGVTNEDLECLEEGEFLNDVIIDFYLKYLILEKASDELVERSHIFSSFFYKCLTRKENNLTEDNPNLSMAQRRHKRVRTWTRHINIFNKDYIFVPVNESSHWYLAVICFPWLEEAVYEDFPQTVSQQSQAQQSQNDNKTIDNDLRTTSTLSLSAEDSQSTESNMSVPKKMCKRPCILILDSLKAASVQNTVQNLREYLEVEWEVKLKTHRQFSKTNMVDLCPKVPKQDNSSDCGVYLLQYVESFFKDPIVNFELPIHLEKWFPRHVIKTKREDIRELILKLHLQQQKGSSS
SENP1 inh – blocks the human SENP1 SUMO protease catalytic domain; Q9P0U3; recombinant SENP1 catalytic domain, CyPet-SUMO1-YPet FRET cleavage; inhibition, % at 10 µM; 0.21% of 360,000 active;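 active = inhibition at least 30% at 10 µM, raw YFP signal under a set limit, fluorescence ratio 0.5 to 1.5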;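 note: 0% = enzyme with DMSO and 100% = no enzyme wells; some results filed as inactive read as strong as hits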
Target sequence (Q9P0U3 419-644 limits assumed): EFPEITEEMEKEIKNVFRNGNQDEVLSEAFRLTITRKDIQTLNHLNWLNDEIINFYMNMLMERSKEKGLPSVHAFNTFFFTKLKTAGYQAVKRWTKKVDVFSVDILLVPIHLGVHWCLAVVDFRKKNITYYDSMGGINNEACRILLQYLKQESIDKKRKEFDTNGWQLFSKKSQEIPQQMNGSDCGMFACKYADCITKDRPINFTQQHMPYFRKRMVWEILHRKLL
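System: Recombinant human SENP1 catalytic domain, His6-tagged | Incubation: Enzyme reaction for 50 min at room temperature, dark | Medium: Tris pH 8 with BME, BSA, NP40 and catalase | Also added: 25 nM SUMO1 FRET substrate | Compound: 10 µM single point, 0.5% DMSO | Measured by: FRET fluorescence in CFP and YFP emission channels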
SENP8 block-2 – inhibitors of human SENP8 protease | Q96LD8 | purified SENP8, Z-RLRGG-aminoluciferin cleavage, luminescence | inhibition, % at 10 µM | 1.2% of 330,000 active | AID 2540; in the data active = inhibition above about 50%
SENP6 block – blocks the human protease SENP6. 1.8% of 330,000 active. Recombinant SENP6 catalytic domain, aminoluciferin luminescence. Q9GZR1. inhibition, % at 10 µM;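 active = inhibition above about 50% at the single tested dose, limit read from the data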;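 note: plate controls were DMSO wells with enzyme for no effect and DMSO wells lacking enzyme for full effect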
UBC13 inh – inhibitors of human UBC13 polyubiquitin chain formation; inhibition, % at 20 µM; AID 485273; 0.47% of 330,000 active; P61088; TR-FRET; in the data active = inhibition above about 45%, passing the limit was not always enough
Target sequence (P61088 whole entry, looked up): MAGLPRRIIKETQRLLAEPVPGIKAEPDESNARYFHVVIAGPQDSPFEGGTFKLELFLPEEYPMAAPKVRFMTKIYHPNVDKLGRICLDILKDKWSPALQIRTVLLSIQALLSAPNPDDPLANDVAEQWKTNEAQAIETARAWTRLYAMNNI
An asterisk follows results filed as active; / = no result given.

SMILES | SENP8 block-1 | PfG6PD inh | beta cell repl | HKDC1 inhibitor | SENP7 block | SENP1 inh | SENP8 block-2 | SENP6 block | UBC13 inh
CC(C)(C)OC(=O)CNC(=O)c1nc[nH]c1C(=O)NCc1ccc(CNC(=O)OC(C)(C)C)cc1 | 11 | 23 | -4 | 0 | 13 | 0 | -17 | -2 | -14
C=CCn1c(=O)c2ccccc2n2c(SC(C)C(=O)Nc3nc(-c4ccccc4)cs3)nnc12 (stereo not drawn) | -19 | -12 | -3 | -2 | -10 | 1 | -11 | -22 | -14
O=C(O)CSc1nnc(-c2ccc(Cl)cc2Cl)n1-c1ccc(Br)cc1 | 10 | -9 | -1 | 2 | 6 | 0 | -4 | -12 | -7
CCOC(=O)N1CCN(c2ccc(C(=O)c3cccc(F)c3)cc2)CC1 | -34 | -9 | -4 | -3 | 4 | 0 | -2 | -5 | 26
Cc1ccc(NC(=O)C=NOCC(=O)Nc2cc(C)cc(C)c2)cc1 | 5 | 6 | -1 | -5 | 0 | 0 | 0 | -2 | 10
CCCCCCn1cnc2c(c1=O)c1nc3ccccc3nc1n2Cc1cccs1 | -294 | -11 | -3 | 6 | -6 | -3 | -8 | -4 | 9
O=C(COC(=O)c1ccc(O)cc1)NCCC1=CCCCC1 | 15 | -21 | -3 | -5 | -2 | -2 | -7 | -29 | 10
CCC(=O)c1ccccc1OCC(=O)Nc1c(C)cccc1C | 17 | -22 | -2 | -8 | -4 | 2 | -3 | -15 | -4
O=c1c(/C=C(\O)c2ccccc2)nc2ccccc2n1-c1ccccc1 | -176 | 10 | -4 | 9 | -13 | -14 | -18 | -17 | -11
NS(=O)(=O)c1ccc(CCNC(=O)CSc2nc3ccccc3c(=O)n2CCC(=O)N2CCCCC2)cc1 | 6 | 4 | -3 | 13 | -9 | 0 | -9 | -8 | -14
CN(Cc1ccccc1)c1ccc(C(CC(N)=O)NC(=O)Cc2ccc(Br)cc2)cc1[N+](=O)[O-] (stereo not drawn) | 25 | -9 | -9 | -2 | 10 | 2 | -19 | -23 | 2
COc1ccc(CN2CCSc3sccc3C2=O)cc1 | 15 | -8 | -2 | -1 | 1 | 0 | -1 | -32 | 3
COc1ccc(NC(=O)c2nc[nH]c2C(=O)N[C@@H](C)c2ccccc2)cc1 | 16 | 29 | -4 | 2 | -6 | 1 | 6 | 0 | 27
O=C(NCc1ccc(Cl)cc1)C1=Cc2cc(Cl)ccc2OC1 | -1 | 1 | -1 | 1 | 5 | 0 | 0 | 6 | 4
CC(=O)Nc1ccc(C(=O)CSc2nc3ccccc3n2CC(=O)N2CCCC2)cc1 | 9 | 12 | -3 | -8 | -5 | 0 | -14 | -22 | -8
COc1ccc(C)cc1NC(=O)NCc1ccccc1F | 9 | -2 | -5 | -2 | -5 | 0 | -5 | 3 | -3
O=C(CNC(=O)c1cccs1)N/N=C/c1ccco1 | 16 | 13 | -1 | -15 | 4 | 1 | -2 | 1 | -1
CC(C)(C)CN1C(=O)C(=O)NC[C@@H]1Cc1ccc(O)cc1 | 18 | -7 | 0 | 8 | 0 | 2 | 1 | 11 | 4
O=C(c1ccc([N+](=O)[O-])o1)N1CCN(c2nc3c(F)cc(F)cc3s2)CC1 | 15 | 20 | -7 | 2 | 12 | 0 | 8 | -2 | -6
COc1ccc(C(=O)NC(=S)NC(C)c2ccccc2)cc1 (stereo not drawn) | -117 | 26 | -4 | 4 | 3 | 1 | -4 | -8 | 0
COc1cc2c(cc1OC)CN(C(=O)C1CCCN1S(=O)(=O)c1ccc(F)cc1)CC2 (stereo not drawn) | -1 | -8 | 0 | 6 | 3 | -1 | 0 | 17 | 0
O=C(N/N=C/c1ccncc1)c1nc(-c2ccccc2)n2c1CCCCC2 | 30 | -16 | 8.3* | -1 | 5 | 1 | 6 | 8 | 3
O=C(NNS(=O)(=O)c1ccc([N+](=O)[O-])cc1)c1ccncc1 | 3 | -4 | -3 | -4 | 1 | 1 | -1 | -9 | 1
CCOC(=O)N1CCN(C(=O)Cn2ncc3ccccc32)CC1 | 9 | -2 | -1 | -2 | 6 | 2 | -7 | 3 | 6
O=C(O)c1cc([N+](=O)[O-])c(NCc2cccnc2)c([N+](=O)[O-])c1 | 2 | 1 | 1 | 1 | 1 | 0 | -5 | -26 | -2
COc1ccc(NC(=S)Nc2ccc(OC)cc2OC)c(OC)c1 | 22 | -1 | 0 | -3 | 12 | 3 | -3 | 13 | 3
O=[N+]([O-])c1cccc(-c2nc(NCc3ccccc3)c3ccccc3n2)c1 | 7 | 8 | 0 | -8 | -5 | 0 | -1 | 8 | 15
COc1ccccc1C(=O)Nc1ccccn1 | 11 | -4 | -5 | -4 | 18 | -2 | 6 | -13 | -13
COCC(C)NC(=O)c1ccc(-n2nc(C(F)(F)F)cc2-c2cccs2)cc1 (stereo not drawn) | 26 | 7 | -2 | 0 | -6 | -2 | 1 | -2 | 0
O=C(O)c1ccc(/C=N/Nc2nc(N3CCCCC3)nc(N3CCCCC3)n2)cc1 | 9 | -15 | 2 | -7 | -3 | 2 | -11 | -7 | -17
CCCCn1c(=O)[nH]c(=O)c2c1nc(-c1ccc(-c3ccccc3Br)o1)n2CCOC | -403 | 17 | -1 | -2 | -3 | -10 | -9 | -13 | 14
COc1ccc2nc(SCC(=O)Nc3ccc4sc(C)nc4c3)c(C#N)cc2c1 | -80 | 13 | 2 | -1 | 8 | -1 | -2 | -1 | 23
CCn1cc(CN2CCCC(CO)(Cc3ccc(F)cc3)C2)c2ccccc21 (stereo not drawn) | 26 | -14 | -5 | -7 | -5 | -3 | -2 | 7 | 23
CN1CCN(/N=C/c2ccc(-c3ccc([N+](=O)[O-])cc3)o2)CC1 | 21 | 9 | -2 | -9 | 1 | 58* | -8 | -16 | -70
Cc1onc(-c2ccccc2)c1C(=O)N/N=C/c1ccc([N+](=O)[O-])s1 | 30 | 25 | -5 | -8 | 1 | -9 | 3 | 18 | -30
Cc1cc(C)cc(N(CC(=O)Nc2ccccc2)C2=NC3CS(=O)(=O)CC3S2)c1 (stereo not drawn) | 5 | -4 | -1 | -6 | 2 | 1 | 7 | 0 | 8
Cc1nc2ccc(NC(=O)c3oc4ccc(F)cc4c3C)cc2s1 | -59 | 8 | 0 | 2 | -4 | -22 | 5 | -3 | 2
CCOC(=O)Cc1nc(-c2ccc(Cl)cc2)n[nH]1 | 14 | -12 | -1 | 13 | 2 | 1 | 3 | -5 | 6
O=C(CSc1nnc(NC2CCCCC2)s1)NCc1ccco1 | 10 | -13 | -1 | 7 | -9 | 1 | -10 | -20 | -8
Cc1[nH]cnc1CSCc1ccc(F)cc1 | 15 | -14 | 2 | -5 | -2 | 2 | -8 | -9 | 4
N#CCn1cc(/C=N/NC(=O)c2cc3c(ccc4ccccc43)o2)c2ccccc21 | -350 | 2 | -1 | -7 | 5 | -59 | -2 | -10 | 4
CCOC1OC(=O)C(Cl)=C1Nc1ccccc1C (stereo not drawn) | 20 | 4 | 0 | -6 | 9 | -1 | 0 | -6 | 1
CCCN1C2=NS(=O)(=O)CCN2c2ccccc21 | 18 | -20 | -1 | 0 | 0 | 0 | 3 | -12 | 0
CCN=C1NN=C(c2ccc(C)cc2)CS1 | 14 | 51 | -4 | -64 | 2 | 15 | -7 | -16 | 2
COc1cccc(-c2nn(-c3ccccc3)cc2CN(C)C(C)c2ccon2)c1 (stereo not drawn) | 6 | 21 | -5 | 2 | 6 | -2 | -1 | -13 | -5
CSc1ccc(S(=O)(=O)NCC(=O)OC(C)C(=O)NCc2ccccc2)cc1[N+](=O)[O-] (stereo not drawn) | 28 | -16 | -4 | 0 | 3 | 2 | -7 | 8 | 0
O=C(CCN1CCOCC1)Nc1ccc2c(c1)CCC2 | 11 | -9 | -2 | -6 | 4 | -2 | 9 | -12 | -5
NNC(=O)CCc1nc2ccccc2[nH]1 | / | / | -1 | / | 1 | / | -8 | 5 | 0
COc1ccc(N2C(=O)C(Cl)=C(N3CCCC3)C2=O)cc1 | 25 | -9 | -2 | -2 | 11 | 5 | 6 | 12 | -8
Cc1ccccc1NC(=O)c1cnc2ccccn2c1=O | -17 | 7 | -4 | -2 | 74* | -1 | 39 | 58* | -4
Cc1ccc(N(C(=O)CNC(=O)c2ccco2)C(C(=O)NC2CCCC2)c2ccncc2)cc1F (stereo not drawn) | 5 | 9 | -1 | -5 | 4 | 2 | 3 | -19 | 4
O=C1CC(c2cccnc2)c2cc3c(cc2N1)OCO3 (stereo not drawn) | -14 | -2 | 2 | -3 | -3 | 0 | -7 | -1 | -5

Shown with values under each structure: 15 of the compounds above.
Every second line gives: SENP8 block-1, PfG6PD inh, beta cell repl, HKDC1 inhibitor, SENP7 block, SENP1 inh, SENP8 block-2, SENP6 block, UBC13 inh
Cc1onc(-c2ccccc2)c1C(=O)N/N=C/c1ccc([N+](=O)[O-])s1
 : 30, 25, -5, -8, 1, -9, 3, 18, -30
Cc1cc(C)cc(N(CC(=O)Nc2ccccc2)C2=NC3CS(=O)(=O)CC3S2)c1 (stereo not drawn)
 : 5, -4, -1, -6, 2, 1, 7, 0, 8
Cc1nc2ccc(NC(=O)c3oc4ccc(F)cc4c3C)cc2s1
 : -59, 8, 0, 2, -4, -22, 5, -3, 2
CCOC(=O)Cc1nc(-c2ccc(Cl)cc2)n[nH]1
 : 14, -12, -1, 13, 2, 1, 3, -5, 6
O=C(CSc1nnc(NC2CCCCC2)s1)NCc1ccco1
 : 10, -13, -1, 7, -9, 1, -10, -20, -8
Cc1[nH]cnc1CSCc1ccc(F)cc1
 : 15, -14, 2, -5, -2, 2, -8, -9, 4
N#CCn1cc(/C=N/NC(=O)c2cc3c(ccc4ccccc43)o2)c2ccccc21
 : -350, 2, -1, -7, 5, -59, -2, -10, 4
CCOC1OC(=O)C(Cl)=C1Nc1ccccc1C (stereo not drawn)
 : 20, 4, 0, -6, 9, -1, 0, -6, 1
CCCN1C2=NS(=O)(=O)CCN2c2ccccc21
 : 18, -20, -1, 0, 0, 0, 3, -12, 0
CCN=C1NN=C(c2ccc(C)cc2)CS1
 : 14, 51, -4, -64, 2, 15, -7, -16, 2
COc1cccc(-c2nn(-c3ccccc3)cc2CN(C)C(C)c2ccon2)c1 (stereo not drawn)
 : 6, 21, -5, 2, 6, -2, -1, -13, -5
CSc1ccc(S(=O)(=O)NCC(=O)OC(C)C(=O)NCc2ccccc2)cc1[N+](=O)[O-] (stereo not drawn)
 : 28, -16, -4, 0, 3, 2, -7, 8, 0
O=C(CCN1CCOCC1)Nc1ccc2c(c1)CCC2
 : 11, -9, -2, -6, 4, -2, 9, -12, -5
NNC(=O)CCc1nc2ccccc2[nH]1
 : /, /, -1, /, 1, /, -8, 5, 0
COc1ccc(N2C(=O)C(Cl)=C(N3CCCC3)C2=O)cc1
 : 25, -9, -2, -2, 11, 5, 6, 12, -8
